Screening data (PubChem)
HSF1 activator = increases HSF-1 driven luciferase reporter signal; NIH3T3-HGL HSF-1 luciferase reporter, MG132, 8 h; 100% = twice DMSO control signal; 300,000 compounds, 1.7% hits; activation, % at 9 µM;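 active = mean replicate activation of at least 50% with a set share of replicates each reaching 50%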;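 note: 0% = median of the neutral control wells and 100% = twice that signal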
GSK3beta inhib = human GSK3beta kinase inhibition | P49841 | GST-GSK3beta kinase, ADP-Glo luminescence, 60 min; hits give low values | activity score (negative = inhibition), % at 10 µM | 300,000 compounds, 0.038% hits | AID 2097;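 active = more than half of replicate wells score below -50%, meaning over 50% inhibition versus plate controls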;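 note: 0% = median DMSO wells and -100% = median GW8510 positive control wells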
Target sequence (P49841 whole entry, looked up): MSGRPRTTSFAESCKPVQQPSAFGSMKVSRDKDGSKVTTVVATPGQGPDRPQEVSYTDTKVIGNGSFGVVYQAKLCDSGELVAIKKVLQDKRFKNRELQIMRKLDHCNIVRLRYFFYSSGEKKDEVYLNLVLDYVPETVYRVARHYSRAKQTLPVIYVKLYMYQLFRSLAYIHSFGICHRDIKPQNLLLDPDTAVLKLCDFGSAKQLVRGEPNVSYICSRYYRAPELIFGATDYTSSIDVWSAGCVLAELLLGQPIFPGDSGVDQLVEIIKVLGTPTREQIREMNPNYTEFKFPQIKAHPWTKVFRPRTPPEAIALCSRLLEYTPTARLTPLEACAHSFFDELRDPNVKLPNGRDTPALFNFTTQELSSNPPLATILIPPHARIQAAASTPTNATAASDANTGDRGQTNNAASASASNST
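Test system: GST-tagged human GSK3beta kinase, cell-free; evaluation: activity score scaled between in-plate DMSO and GW8510 controls; measured by: ADP-Glo luminescence; incubation: 60 min reaction, RT; benchmarks: DMSO and 20 µM GW8510; reagent: peptide substrate plus 25 µM ATP (final); medium: Tris/MgCl2 kinase buffer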
PolyA inh = blocks polyadenylation in yeast reporter cells; S. cerevisiae SKY197-pL101 polyadenylation reporter, beta-gal luminescence; efflux-impaired pdr1/pdr3 knockout yeast; score 100 = 6 SD above DMSO; 300,000 compounds, 0.02% hits; calls only at 12 µM;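 active = lowest replicate activity score at least 50, where 100 means six control SD above control mean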;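 note: yeast exposed to compound for 9 h at 30 °C; higher score means more reporter readthrough which indicates perturbed polyadenylation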
aSyn 5UTR inh = MLPCN primary screen, SNCA 5' untranslated region; 300,000 compounds, 0.82% hits; alpha-synuclein 5'UTR reporter, inhibitor activity; AID 1813; inhibition, % (tested at 7.5 µM); in the data active = inhibition above about 60%;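 note: H4 neuroglioblastoma cells stably carrying SNCA 5'UTR luciferase fusion; 0% = DMSO wells and 100% = positive control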
KLF5 inh = suppresses KLF5 promoter-driven expression. 290,000 compounds, 0.23% hits. inhibition, % at 5 µM. DLD-1 KLF5 promoter-luciferase reporter, luminescence;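 active = inhibition above a per-plate limit of that plate's mean compound inhibition plus 3 SD, cut at about 60% in these data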;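 note: 0% = DMSO wells and 100% = LY294002 at 200 µM; higher means less KLF5 promoter-driven luciferase light; inactives centre near -14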
GSK3 alpha inh = blocks human GSK-3 alpha kinase. P49840. ADP-Glo luminescence, 60 min. inhibition, % at 10 µM. 320,000 compounds, 0.1% hits;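 in the data active = inhibition above about 50%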;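 note: GST-tagged GSK-3 alpha with peptide substrate and 25 µM ATP; 0% = DMSO neutral wells and 100% = GW8510 positive control wells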
Target sequence (P49840 whole entry, looked up): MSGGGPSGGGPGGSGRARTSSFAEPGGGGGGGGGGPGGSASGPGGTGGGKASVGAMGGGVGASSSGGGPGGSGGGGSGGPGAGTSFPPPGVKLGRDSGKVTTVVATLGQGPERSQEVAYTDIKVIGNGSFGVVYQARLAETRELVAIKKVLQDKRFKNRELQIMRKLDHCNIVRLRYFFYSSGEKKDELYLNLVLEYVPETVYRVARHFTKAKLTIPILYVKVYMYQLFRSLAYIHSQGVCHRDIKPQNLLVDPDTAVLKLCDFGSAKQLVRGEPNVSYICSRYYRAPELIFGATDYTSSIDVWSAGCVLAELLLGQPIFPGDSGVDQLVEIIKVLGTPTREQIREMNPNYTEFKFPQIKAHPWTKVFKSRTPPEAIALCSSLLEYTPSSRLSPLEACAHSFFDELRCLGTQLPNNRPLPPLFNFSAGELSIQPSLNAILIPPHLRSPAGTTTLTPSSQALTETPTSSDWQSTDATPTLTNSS
AI-2 QS mod = modulates the Vibrio harveyi AI-2 quorum sensing system; Vibrio harveyi JMH597 AI-2 luminescence/OD600 ratio, 9 h; hits give low values; strain lacks LuxN and CqsS sensors; 0 = neutral-control median; activity change, % at 7.5 µM; 300,000 compounds, 0.4% hits; AID 2094; in the data active = activity change below about -75%, passing the limit was not always enough;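 note: luminescence divided by OD600 gain over 9 h not by final OD600 alone; inactives centre near 13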
HSP90 refold inh = inhibitors of HSP90 luciferase refolding in rabbit reticulocyte lysate; luciferase refolding luminescence, 3 h; inhibition, % at 5.6 µM; 290,000 compounds, 0.91% hits;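 active = inhibition above the screen-wide mean plus 3 SD, computed separately per campaign, cut at about 16% in these data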;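 note: 0% = DMSO wells and 100% = 60 µM geldanamycin wells; inhibitors lower the luminescence because luciferase stays unfolded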
HSF1 inh = HSF1 inhibition. NIH3T3-HGL HSE-luciferase, MG132-induced, luminescence 8 h; hits give low values. 300,000 compounds, 0.77% hits. AID 2098. activity change, negative = inhibition, % at 7.5 µM (by protocol);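 active = more than half of replicate wells show activity change below -50%, luminescence cut by over half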;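 note: luciferase reports HSF-1 transcriptional activity via heat shock element; 0% = median of DMSO wells and -100% = zero luminescence signal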
IEC-6 tox = kills IEC-6 intestinal cells in KLF5 counter-screen. 290,000 compounds, 0.78% hits. inhibition, % at 5 µM. IEC-6 cytotoxicity, luminescence viability. AID 1825; in the data active = inhibition above about 22%;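 note: 0% = plate median of test compound wells and 100% = cytotoxic reference compound wells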
Active calls of the source: *; i = inactive; x = no result given.

1	CC(C)NC(=S)Nc1cccc2cnccc12
2	O=C(O)C(c1ccccc1)N1C(=O)c2ccccc2C1=O (stereo unspecified)
3	COc1ccc(N/C(C)=C/C(=S)Nc2ccccc2)cc1
4	CC/C(=N\NC(=O)c1ccccc1Cl)c1ccc(Br)s1
5	COc1ncccc1-c1nnn(-c2ccc(Cl)nc2)n1
6	CC(NCC(O)COc1ccc2ccccc2c1)c1ccccc1 (stereo unspecified)
7	CN(CC(=O)Nc1c(Cl)cccc1Cl)C(=O)CNC(=O)c1ccc2c(c1)OCO2
8	[N-]=[N+]=NC[C@H](Cc1ccccc1)N1CC[C@@H](O)CCC1=O

assay / entry	1	2	3	4	5	6	7	8
HSF1 activator	-9	8	-2	43	9	32	4	-3
GSK3beta inhib	1	-2	5	0	2	-2	12	0
PolyA inh	i	i	i	i	i	i	i	i
aSyn 5UTR inh	2	5	-75	27	-74	59	0	20
KLF5 inh	-7	-28	-34	-4	4	8	x	-2
GSK3 alpha inh	3	-4	0	-1	-1	1	-3	-13
AI-2 QS mod	3	9	6	5	17	28	11	6
HSP90 refold inh	-2	5	-3	-3	4	0	x	-5
HSF1 inh	-7	4	8	15	12	1	-8	1
IEC-6 tox	-2	4	2	-5	-3	53*	x	1

Shown as tab-separated lines: part of the list above
No.	structure	HSF1 activator	GSK3beta inhib	PolyA inh	aSyn 5UTR inh	KLF5 inh	GSK3 alpha inh	AI-2 QS mod	HSP90 refold inh	HSF1 inh	IEC-6 tox
6	CC(NCC(O)COc1ccc2ccccc2c1)c1ccccc1 (stereo unspecified)	32	-2	i	59	8	1	28	0	1	53*
7	CN(CC(=O)Nc1c(Cl)cccc1Cl)C(=O)CNC(=O)c1ccc2c(c1)OCO2	4	12	i	0	x	-3	11	x	-8	x
8	[N-]=[N+]=NC[C@H](Cc1ccccc1)N1CC[C@@H](O)CCC1=O	-3	0	i	20	-2	-13	6	-5	1	1

Other records follow:
9	CCc1ccc(OCC(=O)NNC(=S)NC(=O)C2CCCCC2)c(Br)c1
10	Nc1ccc(NC(=O)c2cccs2)cc1
11	Cc1[nH]c2ccccc2c1[C@H]1[C@@H](CC#N)C1(C)C
12	CCC(C(=O)OCC(=O)Nc1ccccc1-c1ccccc1)c1ccccc1 (stereo unspecified)
13	Cc1ccccc1S(=O)(=O)Cc1ccc(C(=O)NCCCOC(C)C)o1
14	COc1ccc(N2CCN(C(=O)NC3CC(=O)N(c4ccc(OC)cc4)C3)CC2)cc1 (stereo unspecified)
15	O=C(O)c1cc(N/N=C/C=C/c2ccccc2)ccc1Cl
16	COc1cc(NC(=O)c2cccc(F)c2)ccc1NC(=O)c1cc2ccccc2o1

assay / entry	9	10	11	12	13	14	15	16
HSF1 activator	-23	4	-12	24	-3	3	10	11
GSK3beta inhib	-7	-1	-1	1	-1	1	1	-7
PolyA inh	i	i	i	i	i	i	i	i
aSyn 5UTR inh	-6	-24	1	13	6	9	-179	-34
KLF5 inh	-2	-50	-10	-20	-12	-31	-175	-7
GSK3 alpha inh	1	1	-1	0	-3	-3	-10	-1
AI-2 QS mod	101	17	16	55	15	0	25	16
HSP90 refold inh	3	5	-3	1	-2	-5	27*	2
HSF1 inh	2	-1	1	-1	-8	-8	5	1
IEC-6 tox	2	2	6	-7	-6	0	0	0

17	CC1CCCCN1CCNC(=O)CC1Oc2ccccc2NC1=O (stereo unspecified)
18	Cc1ccccc1NC(=O)CCN1CCN(Cc2ccccc2)CC1
19	O=C(CCCCCn1c(=S)[nH]c2cc3c(cc2c1=O)OCO3)N1CCN(C2CCCCC2)CC1
20	COc1ccc(Nc2ccc(C(F)(F)F)cc2[N+](=O)[O-])cn1
21	O=C(NCCN1CCOCC1)C1CCC(=O)N1C1CCCCC1 (stereo unspecified)
22	O=C1NCCN(Cc2c(F)cccc2Cl)C1CC(=O)N1CCCO1 (stereo unspecified)
23	O=C1c2ccccc2C(=O)C1c1ccccn1
24	CN(Cc1ccccc1F)C(=O)CN1c2cccc3cccc(c23)S1(=O)=O

assay / entry	17	18	19	20	21	22	23	24
HSF1 activator	9	7	13	-38	-9	0	49	10
GSK3beta inhib	1	0	-1	-1	3	1	-3	0
PolyA inh	i	i	i	i	i	i	i	i
aSyn 5UTR inh	-7	2	29	22	-4	-5	-105	3
KLF5 inh	-17	-27	6	-2	-34	-8	-113	x
GSK3 alpha inh	1	0	6	-1	2	3	8	0
AI-2 QS mod	26	25	2	27	36	14	25	8
HSP90 refold inh	-1	2	0	1	3	-4	-1	x
HSF1 inh	1	0	-2	-19	-2	-2	20	5
IEC-6 tox	-1	-8	0	6	2	-7	-1	x

25	Cc1noc(C)c1C(=O)OCC(=O)Nc1cc(S(=O)(=O)N2CCOCC2)ccc1Cl
26	COc1ccc(CNc2nc(C)c([N+](=O)[O-])c(C)c2C#N)cc1
27	COC(=O)C1=C[C@@H](C(=O)OC)[C@@H]2C3=C(C(=O)[C@@]2(C)NC(=O)c2ccccc2)[C@H](C)n2c(=O)n(C)c(=O)n2[C@@H]3C1
28	CCOc1ccc(CNc2ncnc(N)n2)cc1
29	C=CCN(c1ccc(C(=O)Nc2ccc(NC(C)=O)cc2)cc1)S(C)(=O)=O
30	COc1ccc(NC(=O)C2(N(C(=O)Cn3nnnc3N)c3ccc(OC)cc3)CCCCC2)cc1
31	COc1ccccc1/C=C/C(=O)NCc1cccnc1
32	Cc1ccc(S(=O)(=O)N(C)C)cc1NC(=O)CN1C(=O)NC2(CCCCCC2)C1=O

assay / entry	25	26	27	28	29	30	31	32
HSF1 activator	16	-13	-17	-4	-4	19	-2	3
GSK3beta inhib	3	-1	-2	5	1	2	-1	5
PolyA inh	i	i	i	i	i	i	i	i
aSyn 5UTR inh	6	8	0	0	19	-27	-36	1
KLF5 inh	9	8	x	-51	4	-5	-6	-30
GSK3 alpha inh	3	-3	0	x	1	1	5	0
AI-2 QS mod	-5	19	5	4	4	-6	14	22
HSP90 refold inh	2	2	x	2	0	0	-2	-3
HSF1 inh	8	-8	-1	0	-2	4	-1	-1
IEC-6 tox	7	9	x	0	0	-2	6	3

Entries from the list above with a COOH group (two):
2	O=C(O)C(c1ccccc1)N1C(=O)c2ccccc2C1=O (stereo unspecified)
15	O=C(O)c1cc(N/N=C/C=C/c2ccccc2)ccc1Cl

assay / entry	2	15
HSF1 activator	8	10
GSK3beta inhib	-2	1
PolyA inh	i	i
aSyn 5UTR inh	5	-179
KLF5 inh	-28	-175
GSK3 alpha inh	-4	-10
AI-2 QS mod	9	25
HSP90 refold inh	5	27*
HSF1 inh	4	5
IEC-6 tox	4	0

Next records:
33	O=C(Nc1cc(S(=O)(=O)N2CCCCC2)ccc1Cl)C1=NN(c2ccccc2)C(=O)CC1
34	Cc1c(/C=N\NC(=O)C2COc3ccc(C(C)(C)C)cc3O2)c2ccccc2n1C (stereo unspecified)
35	O=C(O)c1ccccc1/C=N/NC(=S)NCc1ccccc1
36	COCCn1c(Cc2ccccc2)nnc1SCC(=O)N1CCCCC1C (stereo unspecified)
37	Cc1ccc(Cc2c(C)nc3nc(SCC(=O)NCCCN4CCCC4)nn3c2C)cc1
38	CCN(CC)S(=O)(=O)c1ccc2c(c1)c(=O)c(C(=O)NCc1ccc3c(c1)OCO3)cn2C
39	CC(C)(C)NC(=O)Nc1nnc(SCC(=O)NC2CCCCC2)s1
40	CC(=O)c1ccc(NC(=S)N2CCCC(C(F)(F)F)C2)cc1 (stereo unspecified)

assay / entry	33	34	35	36	37	38	39	40
HSF1 activator	11	8	-7	-6	7	-9	1	3
GSK3beta inhib	1	1	-1	-5	0	0	15	1
PolyA inh	i	i	i	i	i	i	i	i
aSyn 5UTR inh	11	-36	3	13	-8	30	-17	15
KLF5 inh	-25	-29	-14	-8	-19	-30	x	-2
GSK3 alpha inh	0	-1	-2	x	4	x	x	x
AI-2 QS mod	25	31	36	17	9	18	5	5
HSP90 refold inh	4	0	4	3	-1	1	x	1
HSF1 inh	9	1	-5	3	4	-7	6	-9
IEC-6 tox	1	4	-2	10	-2	-3	x	-6

41	Cc1onc(-c2c(Cl)cccc2Cl)c1C(=O)N1CCCCC1
42	O=C(Cn1cnc2sc3c(c2c1=O)CCCC3)NCC(=O)Nc1c(F)cc(F)cc1Br
43	O=C(CSc1nnc(-c2cccnc2)n1C1CCCCC1)NC1CCCCC1
44	O=C(NCCC1CCCCN1S(=O)(=O)c1ccc(F)cc1)C(=O)NC1CC1 (stereo unspecified)
45	COc1ccc(CNC(=O)Cc2csc(Nc3nc(=S)[nH]c4ccccc34)n2)cc1
46	CN(CC(=O)Nc1cccc(F)c1)C(=O)c1cn(-c2ccccc2)nc1-c1cccs1
47	COCCCn1c(SCC(=O)N(C)C)nnc1-c1ccccc1
48	CCOC(=O)c1c(NC(=O)COC(=O)c2ccc(C)s2)sc2c1CC(C)(C)NC2(C)C

assay / entry	41	42	43	44	45	46	47	48
HSF1 activator	-20	-1	4	4	-1	1	8	2
GSK3beta inhib	-3	2	0	1	3	1	1	-2
PolyA inh	i	i	i	i	i	i	i	i
aSyn 5UTR inh	1	0	17	14	-16	-9	-4	6
KLF5 inh	-17	-36	-9	x	-25	-2	-15	x
GSK3 alpha inh	1	1	-1	-2	1	-3	2	-4
AI-2 QS mod	-1	8	14	4	-17	12	15	36
HSP90 refold inh	1	-1	4	x	0	-4	-1	x
HSF1 inh	-8	-1	3	-1	0	8	2	-6
IEC-6 tox	2	-2	6	x	7	2	3	x

49	O=C(NC(=S)Nc1ccc(CN2CCOCC2)cc1)c1cccc([N+](=O)[O-])c1
50	Cc1cccc(OCC(=O)Nc2nccs2)c1C
51	O=C(COC(=O)CCC1CCCC1)Nc1ccc(Cl)cc1F
52	O=C(Nc1ncc(Br)s1)C(Cc1ccccc1)n1cccc1 (stereo unspecified)
53	Cn1cc(CCC(=O)NCc2ccc3c(c2)OCO3)c2ccccc21
54	CCC(=O)Nc1nc(C)c(C(=O)Nc2cccc(Cl)c2)s1
55	Cc1cc(C)c2cc3c(ccn3C3OC[C@H](O)[C@H](O)[C@H]3O)cc2n1 (stereo partly specified)
56	COc1cc(/C=C2\SC(=S)N(CC(=O)Nc3ccccn3)C2=O)cc(OC)c1OC
57	CC1(C)OC(=O)C(=CNCC(O)c2ccccc2)C(=O)O1 (stereo unspecified)

assay / entry	49	50	51	52	53	54	55	56	57
HSF1 activator	1	56*	-9	-9	3	3	-10	2	0
GSK3beta inhib	-1	6	5	-1	0	-5	4	1	0
PolyA inh	i	i	i	i	i	i	i	i	i
aSyn 5UTR inh	6	-49	2	16	-4	-5	9	2	23
KLF5 inh	-30	-45	-31	-7	-20	-25	-14	-27	-39
GSK3 alpha inh	-1	18	-1	-5	-1	9	2	-1	-3
AI-2 QS mod	6	15	19	24	14	1	20	21	10
HSP90 refold inh	-4	27*	-4	4	1	0	0	-2	-1
HSF1 inh	-12	28	-20	-3	3	0	-9	-1	1
IEC-6 tox	8	6	-1	-8	-2	9	3	-2	-9

This is a subset (hit frequency here may not be typical).
